High-throughput results (PubChem)
AGP1 TOR yeast = alters AGP1-GFP fluorescence in TOR pathway yeast screen. S. cerevisiae AGP1-GFP multiplex flow cytometry, 3 h; GFP as percent of DMSO wells. GFP response vs DMSO, % at 10 µM. 320,000 tested, 0.02% active;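 active = GFP response relative to DMSO above a set limit, near screen average plus 3 SD, cut at about 150% in these data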;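 also: median GFP channel fluorescence of the gated AGP1 strain per well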
Bcl-xL primary = blocks human Bcl-xL binding to Bim BH3 peptide; 320,000 tested, 0.7% active; GST-Bcl-xL / FITC-Bim BH3 peptide fluorescence polarization; AID 2129; inhibition, % at 10.9 µM;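 active = inhibition above the mean of all tested compounds plus 3 SD, cutoff set per campaign, cut at about 30% in these data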;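 also: 0% = DMSO wells and 100% = unlabeled Bim-BH3 peptide competitor; inhibitors lower millipolarization by displacing the labeled peptide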
Target sequence (Q07817 whole entry, looked up): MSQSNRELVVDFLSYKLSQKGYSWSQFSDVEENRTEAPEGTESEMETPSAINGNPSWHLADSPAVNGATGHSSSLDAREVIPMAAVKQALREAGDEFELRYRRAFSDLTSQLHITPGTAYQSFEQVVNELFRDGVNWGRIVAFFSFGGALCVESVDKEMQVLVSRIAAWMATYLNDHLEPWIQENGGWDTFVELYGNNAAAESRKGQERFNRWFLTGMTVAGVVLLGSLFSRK
Yeast superoxide = lowers age-related superoxide in aged yeast cells; AID 2690; S. cerevisiae aged cells, superoxide DHE fluorescence; hits give low values; superoxide response (% of plate mean), % at 10 µM; 330,000 tested, 0.18% active;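 active = superoxide response under a set limit, about three screen SD below normal, cut at about 65% in these data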;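 also: yeast aged for seven days with compound at 30 °C before DHE staining; 100% = average MFI of all compound-treated wells on the plate with controls excluded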
VLA-4 inh = inhibition in a human VLA-4 binding assay | P13612 | VLA-4 expressing cells, ligand binding flow cytometry | inhibition, % (about 7 µM as worked out from the volumes in the protocol) | 330,000 tested, 0.2% active; in the data active = inhibition above about 50%
GLD-1 RNA inh = GLD-1-TGE RNA interaction inhibition (C. elegans); purified GLD-1 + fluorescein TGE RNA, fluorescence polarization; 320,000 tested, 0.44% active; inhibition, % at 5.96 µM; AID 2280; Q17339;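 active = percent inhibition above a per-plate cutoff, the plate mean of test compounds plus 3 SD, cut at about 30% in these data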;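 also: 0% = DMSO wells with GLD-1 and probe and 100% = wells lacking GLD-1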
Target sequence (Q17339 whole entry, looked up): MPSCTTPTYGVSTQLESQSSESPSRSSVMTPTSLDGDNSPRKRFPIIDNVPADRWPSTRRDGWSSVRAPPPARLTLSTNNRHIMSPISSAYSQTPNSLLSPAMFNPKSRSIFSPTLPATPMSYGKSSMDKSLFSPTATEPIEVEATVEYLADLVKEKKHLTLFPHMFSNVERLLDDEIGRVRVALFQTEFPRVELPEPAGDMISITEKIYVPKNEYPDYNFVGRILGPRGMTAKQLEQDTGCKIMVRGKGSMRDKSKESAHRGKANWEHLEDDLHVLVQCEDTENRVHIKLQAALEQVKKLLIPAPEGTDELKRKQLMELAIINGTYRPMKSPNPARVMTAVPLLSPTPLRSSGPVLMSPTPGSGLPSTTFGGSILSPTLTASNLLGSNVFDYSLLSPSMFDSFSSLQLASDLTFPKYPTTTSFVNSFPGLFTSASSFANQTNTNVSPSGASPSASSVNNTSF
GRK2 inh = blocks RNA aptamer binding to human GRK2; P25098; inhibition of aptamer binding, % at 10 µM; AID 488847; 330,000 tested, 0.59% active; bead flow cytometry, FAM-aptamer displacement from GRK2;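 active = inhibition of aptamer binding above 40%, roughly 3 SD of noise, on plates passing a quality check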;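 also: median bead fluorescence of bound FAM aptamer so fluorescent compounds give negative values; no value below 0 was filed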
MCL1 BIM primary = inhibitors of human MCL1 binding to BIM-BH3 peptide. GST-MCL1 / FITC-Bim-BH3 fluorescence polarization. 320,000 tested, 0.68% active. Q07820. inhibition, % at 10.9 µM;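 active = inhibition above the mean inhibition of all tested compounds plus 3 SD, set per campaign, cut at about 40% in these data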;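 also: 0% = DMSO wells and 100% = unlabeled Bim-BH3 peptide control; higher means more loss of mP so more displacement of Bim peptide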
Target sequence (Q07820 whole entry, looked up): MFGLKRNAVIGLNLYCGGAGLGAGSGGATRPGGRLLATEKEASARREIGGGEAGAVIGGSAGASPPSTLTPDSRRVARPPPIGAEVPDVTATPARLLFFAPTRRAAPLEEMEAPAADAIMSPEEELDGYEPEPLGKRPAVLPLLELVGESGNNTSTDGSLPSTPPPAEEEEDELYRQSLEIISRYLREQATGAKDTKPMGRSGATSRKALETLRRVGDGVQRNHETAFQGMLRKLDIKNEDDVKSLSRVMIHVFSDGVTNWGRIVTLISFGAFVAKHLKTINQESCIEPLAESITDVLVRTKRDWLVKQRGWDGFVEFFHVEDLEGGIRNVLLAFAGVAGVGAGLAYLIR
CIT2 TOR yeast = yeast TOR pathway CIT2-GFP modulation | S. cerevisiae CIT2-GFP strain, flow cytometry, 3 h; 100 means same as DMSO wells | GFP response vs DMSO, % at 10 µM | 320,000 tested, 0.065% active;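 active = GFP response relative to DMSO above a set limit, near the screen mean plus 3 SD, cut at about 150% in these data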;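 also: ratio of well median GFP fluorescence to mean of DMSO wells on the plate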
MEX-5 binding = C. elegans MEX-5 TCR-2 RNA binding activity; Q9XUB2; MEX-5/FITC-TCR2 RNA binding, fluorescence polarization; hits give low values; activity score (negative = inhibition of binding), % at 10 µM; 300,000 tested, 0.38% active; AID 1832;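 active = inhibition past about -25% in most replicates, and total fluorescence under double the plate's negative control median, limit read from the data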;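 also: 0% = DMSO and -100% = 5 µM competing unlabeled TCR2 RNA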
Starred values were filed as active, the others as inactive.

For Cc1ccc(N(C(=O)CNC(=O)c2ccco2)C(C(=O)NCC2CCCO2)c2ccccc2)cc1 (centres undefined) the results were AGP1 TOR yeast 111, Bcl-xL primary -2, Yeast superoxide 85, VLA-4 inh -10, GLD-1 RNA inh -3, GRK2 inh 2, MCL1 BIM primary 2, CIT2 TOR yeast 100 and MEX-5 binding 0.1.
`COc1ccccc1C(=O)NCC(=O)NC(C)CCc1ccccc1` (centres undefined) gave AGP1 TOR yeast 101, Bcl-xL primary 1, Yeast superoxide 100, VLA-4 inh 4, GLD-1 RNA inh -2, GRK2 inh 2, MCL1 BIM primary 3, CIT2 TOR yeast 100 and MEX-5 binding -1.9.
`COC1=C(c2ccccc2)C(=O)c2ccccc2C1=O` gave AGP1 TOR yeast 94, Bcl-xL primary 5, Yeast superoxide 127, VLA-4 inh -11, GLD-1 RNA inh 3, GRK2 inh 0, MCL1 BIM primary 8, CIT2 TOR yeast 95 and MEX-5 binding -1.6.
For O=C(Nc1cccnc1)C1OCCc2ccccc21 (centres undefined) the results were AGP1 TOR yeast 104, Bcl-xL primary 6, Yeast superoxide 94, VLA-4 inh 2, GLD-1 RNA inh 2, GRK2 inh 1, MCL1 BIM primary 9, CIT2 TOR yeast 104 and MEX-5 binding -0.7.
COC(=O)C1=C(C)N(Cc2ccccc2)C(=NCCCCO)N[C@H]1c1cccc(C(F)(F)F)c1 was read as AGP1 TOR yeast 89, Yeast superoxide 91, VLA-4 inh 11, GLD-1 RNA inh -3, GRK2 inh 0 and CIT2 TOR yeast 83.
`CCN(CC)Cc1c(O)ccc2c1O/C(=C\C=C\c1ccccc1)C2=O` gave AGP1 TOR yeast 105, Bcl-xL primary 27, Yeast superoxide 112, VLA-4 inh 3, GLD-1 RNA inh 12, GRK2 inh 1, MCL1 BIM primary 19, CIT2 TOR yeast 84 and MEX-5 binding -7.2.
O=C(OCc1ccccc1)N1CCOCCN(C(=O)OCc2ccccc2)CCOCC1 was read as AGP1 TOR yeast 104, Bcl-xL primary 6, Yeast superoxide 95, VLA-4 inh 22, GLD-1 RNA inh -2, GRK2 inh 5, MCL1 BIM primary 9, CIT2 TOR yeast 112 and MEX-5 binding -0.4.
`COc1cccc2cc(C(=O)NCCc3c[nH]c4ccccc34)c(=O)oc12` gave AGP1 TOR yeast 104, Bcl-xL primary 5, Yeast superoxide 91, VLA-4 inh 3, GLD-1 RNA inh 9, GRK2 inh 0, MCL1 BIM primary 4, CIT2 TOR yeast 98 and MEX-5 binding -1.0.
`CCc1ccc(/C=N\NC(=O)c2ccc(Br)o2)s1` gave AGP1 TOR yeast 86, Bcl-xL primary 4, Yeast superoxide 107, VLA-4 inh 4, GLD-1 RNA inh -1, GRK2 inh 3, MCL1 BIM primary -6, CIT2 TOR yeast 92 and MEX-5 binding 0.3.
CC1=C(C(=O)Nc2ccccc2)C(c2coc3ccccc3c2=O)C2=C(CCCC2=O)N1 (centres undefined) was read as AGP1 TOR yeast 102, Bcl-xL primary 7, Yeast superoxide 86, VLA-4 inh 2, GLD-1 RNA inh 2, GRK2 inh 0, MCL1 BIM primary 1, CIT2 TOR yeast 104 and MEX-5 binding -0.7.
`COc1cc(CNc2nnnn2C)ccc1OCc1ccc(F)cc1Cl` gave AGP1 TOR yeast 101, Bcl-xL primary 4, Yeast superoxide 105, VLA-4 inh -3, GLD-1 RNA inh 13, GRK2 inh 0, MCL1 BIM primary 0, CIT2 TOR yeast 102 and MEX-5 binding 2.7.
`O=C(Cn1cc(C(F)(F)F)ccc1=O)NCc1ccc(F)cc1` gave AGP1 TOR yeast 103, Bcl-xL primary 1, Yeast superoxide 111, VLA-4 inh -4, GLD-1 RNA inh -2, GRK2 inh 0, MCL1 BIM primary -5, CIT2 TOR yeast 102 and MEX-5 binding 1.4.
O=C(Nc1cc(S(=O)(=O)N2CCCCC2)ccc1Cl)c1ccccc1NS(=O)(=O)c1ccc(F)cc1 was read as AGP1 TOR yeast 95, Bcl-xL primary 1, Yeast superoxide 103, VLA-4 inh 4, GLD-1 RNA inh 4, GRK2 inh 1, MCL1 BIM primary 5, CIT2 TOR yeast 82 and MEX-5 binding -1.2.
CCN1CCN(c2ccc(NC(=O)CCc3c(C)nc4c(-c5ccccc5)c(C)nn4c3C)cc2)CC1 was read as AGP1 TOR yeast 96, Bcl-xL primary 2, Yeast superoxide 101, VLA-4 inh -12, GLD-1 RNA inh -6, GRK2 inh 0, MCL1 BIM primary -1, CIT2 TOR yeast 95 and MEX-5 binding -5.0.
Screening COCCN(C(=O)CCC(=O)Nc1nccs1)C(C(=O)NC(C)(C)C)c1ccc(Cl)cc1 (centres undefined) returned AGP1 TOR yeast 104, Bcl-xL primary 1, Yeast superoxide 87, VLA-4 inh 5, GLD-1 RNA inh 1, GRK2 inh 0, MCL1 BIM primary -5, CIT2 TOR yeast 105 and MEX-5 binding -1.0.
For CCCCSc1nc2c(cnn2-c2ccc(Cl)cc2)c(=O)[nH]1 the results were AGP1 TOR yeast 102, Bcl-xL primary 0, Yeast superoxide 123, VLA-4 inh 12, GLD-1 RNA inh 4, GRK2 inh 0, MCL1 BIM primary 1, CIT2 TOR yeast 100 and MEX-5 binding -0.5.
`Cc1cccc(C)c1NC(=O)NC1(C(=O)N2CCCC2)CCCCC1` gave AGP1 TOR yeast 104, Bcl-xL primary 1, Yeast superoxide 94, VLA-4 inh 19, GLD-1 RNA inh 3, GRK2 inh 0, MCL1 BIM primary -1, CIT2 TOR yeast 104 and MEX-5 binding 1.5.
O=c1cc(CSc2ccc(Cl)cc2)nc2nc[nH]n12 was read as AGP1 TOR yeast 99, Bcl-xL primary 2, Yeast superoxide 89, VLA-4 inh -2, GLD-1 RNA inh 0, GRK2 inh 3, MCL1 BIM primary 9, CIT2 TOR yeast 91 and MEX-5 binding 1.7.
For COc1ccc(C(=O)O/N=C(\N)c2ccc(Br)cc2)cc1 the results were AGP1 TOR yeast 81, Bcl-xL primary 3, Yeast superoxide 130, VLA-4 inh 19, GLD-1 RNA inh -2, GRK2 inh 1, MCL1 BIM primary -12, CIT2 TOR yeast 108 and MEX-5 binding 1.1.
COc1ccccc1N1CCN(C(=O)c2cn(-c3ccccc3)nc2-c2cccnc2)CC1 was read as AGP1 TOR yeast 95, Bcl-xL primary 5, Yeast superoxide 95, VLA-4 inh 0, GLD-1 RNA inh 4, GRK2 inh 0, MCL1 BIM primary 5, CIT2 TOR yeast 100 and MEX-5 binding 1.5.
Screening CC(NC(=O)COC(=O)/C=C/c1cccc(C(F)(F)F)c1)c1ccccc1 (centres undefined) returned AGP1 TOR yeast 102, Bcl-xL primary 1, Yeast superoxide 101, VLA-4 inh 6, GLD-1 RNA inh 3, GRK2 inh 1, MCL1 BIM primary -1, CIT2 TOR yeast 107 and MEX-5 binding -0.2.
Screening N/C(Cc1ccc([N+](=O)[O-])cc1)=N\OC(=O)COc1cccc2ccccc12 returned AGP1 TOR yeast 72, Bcl-xL primary -4, Yeast superoxide 101, VLA-4 inh 3, GLD-1 RNA inh 3, GRK2 inh 0, MCL1 BIM primary -4, CIT2 TOR yeast 110 and MEX-5 binding -1.5.
For COc1cccc(N2CCN(S(=O)(=O)c3cn(C)cn3)CC2)c1 the results were AGP1 TOR yeast 99, Bcl-xL primary 2, Yeast superoxide 98, VLA-4 inh 2, GLD-1 RNA inh 4, GRK2 inh 2, MCL1 BIM primary -7, CIT2 TOR yeast 103 and MEX-5 binding 1.1.
Screening COc1ccccc1CNC(=O)C1CC(=O)N(C2CCCC2)C1 (centres undefined) returned AGP1 TOR yeast 107, Bcl-xL primary 4, Yeast superoxide 105, VLA-4 inh -3, GLD-1 RNA inh 0, GRK2 inh 0, MCL1 BIM primary 6, CIT2 TOR yeast 104 and MEX-5 binding 3.1.
For CCc1cccc(C)c1NC(=O)c1ccccc1 the results were AGP1 TOR yeast 104, Bcl-xL primary -1, Yeast superoxide 93, VLA-4 inh -4, GLD-1 RNA inh 6, GRK2 inh 1, MCL1 BIM primary -1, CIT2 TOR yeast 104 and MEX-5 binding -4.1.
Screening Cc1cc(NC(=O)C2CCN(S(=O)(=O)c3c(C)noc3C)CC2)ccc1Br returned AGP1 TOR yeast 101, Bcl-xL primary 13, Yeast superoxide 85, VLA-4 inh 6, GLD-1 RNA inh -10, GRK2 inh 4, MCL1 BIM primary -8, CIT2 TOR yeast 96 and MEX-5 binding 3.2.
Screening Cc1nn(-c2ccccc2)c(C)c1C(=O)OC/C(O)=C(\C#N)c1nc2ccccc2[nH]1 returned AGP1 TOR yeast 99, Bcl-xL primary -8, Yeast superoxide 108, VLA-4 inh -18, GLD-1 RNA inh 6, GRK2 inh 3, MCL1 BIM primary -22, CIT2 TOR yeast 97 and MEX-5 binding 0.3.
Screening Cc1ccc(CN2C(=O)CCC2C(=O)NCCN(CC(C)C)CC(C)C)cc1 (centres undefined) returned AGP1 TOR yeast 91, Bcl-xL primary -4, Yeast superoxide 128, VLA-4 inh 13, GLD-1 RNA inh 0, GRK2 inh 1, MCL1 BIM primary -3, CIT2 TOR yeast 91 and MEX-5 binding 0.3.
Cc1nc(-c2ccccc2)sc1C(=O)CSc1ccc(Br)cc1 was read as AGP1 TOR yeast 111, Bcl-xL primary -1, Yeast superoxide 108, VLA-4 inh 0, GLD-1 RNA inh -4, GRK2 inh 1, MCL1 BIM primary 1, CIT2 TOR yeast 105 and MEX-5 binding -0.3.
`CN(C)c1ccc(/C=C2\C(=N)N3N=C(CC(=O)N4CCCC4)SC3=NC2=O)cc1Br` gave AGP1 TOR yeast 100, Bcl-xL primary 2, Yeast superoxide 93, VLA-4 inh 26, GLD-1 RNA inh -2, GRK2 inh 0, MCL1 BIM primary 6, CIT2 TOR yeast 97 and MEX-5 binding 1.8.
O=C(CCC(=O)c1cccs1)NCc1cccc(C(F)(F)F)c1 was read as AGP1 TOR yeast 104, Bcl-xL primary -2, Yeast superoxide 107, VLA-4 inh -2, GLD-1 RNA inh -7, GRK2 inh 6, MCL1 BIM primary 0, CIT2 TOR yeast 102 and MEX-5 binding -1.5.
Screening CCOc1ccc2nc(N3CCC(C(=O)N4CCN(C5CCCCC5)CC4)CC3)sc2c1 returned AGP1 TOR yeast 103, Bcl-xL primary 3, Yeast superoxide 93, VLA-4 inh 5, GLD-1 RNA inh 1, GRK2 inh 0, MCL1 BIM primary 7, CIT2 TOR yeast 102 and MEX-5 binding 0.4.
For CC(NCc1cc(Br)ccc1OCC(=O)NCc1ccccc1)c1ccccc1 (centres undefined) the results were AGP1 TOR yeast 93, Bcl-xL primary 9, Yeast superoxide 106, VLA-4 inh 30, GLD-1 RNA inh 3, GRK2 inh 0, MCL1 BIM primary 2, CIT2 TOR yeast 75 and MEX-5 binding 1.8.
Cc1csc(NC(=O)c2sc3nc(-c4cccs4)ccc3c2N)n1 was read as AGP1 TOR yeast 89, Bcl-xL primary 10, Yeast superoxide 113, VLA-4 inh -85, GLD-1 RNA inh -54, GRK2 inh 3, MCL1 BIM primary -13 and MEX-5 binding 1.3.
For Cc1nc(-c2cn[nH]c2-c2ccc(O)cc2O)cs1 the results were AGP1 TOR yeast 105, Bcl-xL primary 7, Yeast superoxide 113, VLA-4 inh -5, GLD-1 RNA inh 5, GRK2 inh 2, MCL1 BIM primary 9, CIT2 TOR yeast 102 and MEX-5 binding -9.0.
